# Screening results (PubChem BioAssay)
# CHX counter: affects cycloheximide protein synthesis inhibition readout, counter-screen. cell reporter, cycloheximide protein synthesis inhibition counterscreen. max response, %. 300,000 tested, 12% active. AID 2314; in the data active = max response mostly above about 13%, no sharp cut-off; inactive = mostly below about 14%; note: read at 38.3 µM for the half of the compounds with a filed dose; 0% is about no effect
# Shiga toxin inh: inhibitors of Shiga toxin in Vero cells. Vero cells, Shiga toxin protein synthesis inhibition reporter. 290,000 tested, 9.2% active. inhibition, % at 38.7 µM; in the data active = inhibition mostly above about 28%, no sharp cut-off; inactive = mostly below about 43%; note: 0% is about no effect
# HCMV inh: human cytomegalovirus inhibition | AID 1259415 | activity change, negative = inhibition, % at 57.5 µM | 410,000 tested, 4.5% active | HFF cells, HCMV-luciferase reporter, 72 h; active compounds read low; in the data active = activity change below about -60%; inconclusive = no clear call, values can overlap the other calls; inactive = above about -39%; note: % is set by controls: 0 for no effect and ±100 for the full control effect
#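 Compounds were evaluated in HFFs infected with an HCMV luciferase reporter virus (MOI 1 PFU/cell). Luciferase in lysates collected 72 h post infection served as the replication measure.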
# FBPA Giardia inh: Giardia lamblia aldolase inhibition. purified Giardia FBPA. A8B2U2. Potency, µM (top dose mostly 59.6 µM), inactives show top-dose activity, negative = inhibition, hits mostly inhibitors. AID 2451. 290,000 tested, 0.71% active; note: potency is the fitted concentration of half-maximal effect; % is set by controls: 0 for no effect and ±100 for the full control effect; nearly all actives have a fitted effect of over 55% in size
# Target sequence (A8B2U2 whole entry, looked up): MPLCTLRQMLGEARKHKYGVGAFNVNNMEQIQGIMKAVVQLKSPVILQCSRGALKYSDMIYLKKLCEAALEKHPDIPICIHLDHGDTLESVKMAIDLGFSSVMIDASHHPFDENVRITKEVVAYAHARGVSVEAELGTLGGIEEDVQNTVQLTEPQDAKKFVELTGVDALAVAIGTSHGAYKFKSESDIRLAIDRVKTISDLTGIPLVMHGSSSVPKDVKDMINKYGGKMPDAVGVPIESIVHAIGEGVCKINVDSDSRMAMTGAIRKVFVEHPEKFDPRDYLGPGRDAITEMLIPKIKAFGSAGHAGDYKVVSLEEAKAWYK
#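 Giardia FBPA (40 nM reagent) was preincubated 10 min at RT with compound (up to 57.5 uM final), then substrate plus GAPDH/TPI/NAD/arsenate coupling system with diaphorase/resazurin was added; resorufin fluorescence (525/598 nm) was read after 20 min.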
# AmpC no deterg: AmpC beta-lactamase inhibition without detergent | 330,000 tested, 0.52% active | Potency, µM (top dose mostly 57.1 µM), for the others: at the top dose activity change, negative = inhibition, most hits filed as inhibitors | P00811 | AID 485341 | AmpC nitrocefin hydrolysis, absorbance 480 nm, 0.0001% Triton;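 note: potency is the fitted concentration of half-maximal effect; plate controls were no compound for no effect and no enzyme for full effect; nearly all actives have a fitted effect of over 20% in size; some results filed as inactive show a strong effect at the top dose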
# Target sequence (P00811 whole entry, looked up): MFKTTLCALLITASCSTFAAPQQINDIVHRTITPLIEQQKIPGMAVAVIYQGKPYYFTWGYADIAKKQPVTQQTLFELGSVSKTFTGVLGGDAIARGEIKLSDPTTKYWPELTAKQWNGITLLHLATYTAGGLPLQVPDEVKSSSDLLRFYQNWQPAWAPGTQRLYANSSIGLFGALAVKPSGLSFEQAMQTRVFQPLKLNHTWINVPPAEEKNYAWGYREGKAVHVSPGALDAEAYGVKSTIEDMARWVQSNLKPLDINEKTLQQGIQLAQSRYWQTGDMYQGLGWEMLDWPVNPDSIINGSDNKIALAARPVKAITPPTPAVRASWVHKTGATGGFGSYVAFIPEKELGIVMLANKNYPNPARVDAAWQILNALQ
#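 AmpC (5.3 nM in the dispensed reagent) in 20 mM phosphate pH 7.0 with 0.01% (detergent screen) or 0.0001% Triton X-100 was preincubated with compounds for 15 min at room temperature. Nitrocefin was then added from an 800 uM solution, and hydrolysis was followed at 480 nm.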
# AMA1 RON2 block: inhibitors of Plasmodium falciparum AMA1-RON2 interaction | Potency, µM (titrated, usually from 58.2 µM), for inactives: top-dose activity change, negative = inhibition, most hits filed as inhibitors | 360,000 tested, 0.2% active | AID 720542 | AlphaScreen AMA1-biotinylated RON2 peptide binding;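 note: potency is the fitted concentration of half-maximal effect; 0% = vehicle wells and -100% = peptide control; nearly all actives have a fitted effect of over 45% in size; some results filed as inactive show a strong effect at the top dose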
#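 AMA1 (3D7) with his tag at 25 nM final met compounds first, then biotinylated RON2 peptide at 25 nM; detection used donor plus acceptor beads, 10 µg/mL apiece, read by AlphaScreen after 30 min at room temperature.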
# AmpC detergent: blocks E. coli AmpC beta-lactamase in detergent assay | AmpC hydrolysis of nitrocefin, absorbance 480 nm, 0.01% Triton | Potency, µM (series often up to 114 µM), for the others: top-dose activity change, negative = inhibition, usual class: inhibitors | 370,000 tested, 0.041% active | AID 485294;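 note: potency is the fitted concentration of half-maximal effect; 0% = no-compound wells and -100% = no-enzyme wells; nearly all actives have a fitted effect of over 25% in size; some results filed as inactive show a strong effect at the top dose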
#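 20 mM phosphate pH 7.0 + 0.01% (detergent screen) or 0.0001% Triton X-100; 5.3 nM AmpC reagent; cpd preinc 15 min RT; nitrocefin (800 uM stock) to start; A480 q20 s × 4 min; Activity was normalised to no-enzyme and no-compound control wells.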
# An asterisk follows results filed as active; ? = inconclusive; / = no result given; & = joins results of further samples; [ ] = remark or other dose. Unless noted, calls come from the whole dose curve; as a rule, active = well fitted curve in the direction sought with a large enough effect; inconclusive = small, poorly fitted or top-dose-only effect, or another doubt; inactive = no such curve, though single readings can be large; an effect the other way counts as inactive or inconclusive.
SMILES,CHX counter,Shiga toxin inh,HCMV inh,FBPA Giardia inh,AmpC no deterg,AMA1 RON2 block,AmpC detergent
COc1ccc(C(c2nnnn2CC2CCCO2)N2CCN(c3ccc(F)cc3)CC2)cc1 (stereo not given),-7,-11,-23,-9%,67%[activator],-14%,?
CCC(=O)N1c2ccc(S(=O)(=O)NC3CCCCC3)cc2CC1C (stereo not given),31*,13,-11,0%,-10%,-2%,3%
Cc1cc(C)n(C(=O)c2cccc([N+](=O)[O-])c2C)n1,-1,-3,89,0%,-22%,-9%,7%
CCCCNC(=O)COC(=O)c1c2c(nc3ccccc13)/C(=C/c1cccs1)CC2,52*,104*,78,-4%,25µM*,37%[activator],-5%
N#Cc1nc(Cc2ccccc2)oc1NCc1cccnc1,-1,-6,5,-3%,-10%,-2%,-8%
C=C(C)CSc1nnc([C@@H](N)Cc2c[nH]c3ccccc23)o1,8,2,17,-15%,64%[activator],23%,-4%
C=CCn1c(O)c(N=O)c2cc(C)ccc21,-3,-7,-6,0%,-27%,18%,-4%
C#CCOCCOCCOCCNc1nc(N2CCOCC2)nc(N2CCN(C(=O)[C@H](CC(N)=O)n3cc(C(N)[C@@H](C)CC)nn3)CC2)n1 (stereo not given in full),/,/,-26,/,96%[activator],10%,/
CCCN1C(=O)C2(SC(NC(C)=O)=NN2C(C)=O)c2cc(C)cc(C)c21 (stereo not given),-2,-10,21,9%,92%[activator],12%,-2%
Cc1c(NC(=O)C(C)OC(=O)C23CC4CC(CC(Br)(C4)C2)C3)c(=O)n(-c2ccccc2)n1C (stereo not given),-2,-6,2,1%,-12%,10%,-2%
Cc1cc(NC(=O)Nc2ccc3c(ccn3C)c2)sn1,/,/,-5,1%&1%,/,-11%,/
COC(=O)CCCC(=O)N1CCCC(C(=O)c2ccc(-c3ccccc3)cc2)C1 (stereo not given),1,3,32,4%,161%[activator],-1%,?
O=C(Nc1ccccc1F)c1ccccc1-c1ccccc1,-1,7,?,1%,-16%,4%,-9%
CC1(C)CC(=O)NC=C(c2ccccc2)C1,-1,17,-9,13%,0%,-1%,-12%
Cc1cc(C(=O)N2CCCC(N3CCN(c4cccc(C(F)(F)F)c4)CC3)C2)nn1C (stereo not given),12,1,36,/,135%[activator],5%,3%
COc1cccc(OCCNS(=O)(=O)c2ccccc2[N+](=O)[O-])c1,/,/,9,/,-17%,-1%,/
CCOc1ccc2cc(C#N)c(SCC(=O)OC)nc2c1,27*,135*,86,1%,-22%,4%,-4%
Cc1cc(C(=O)N/N=C/c2ccc(-c3cccc(Cl)c3)o2)n[nH]1,6,21,-26,2%,-55%,46%[activator],-8%
CC(=O)c1ccc(N2CCN(C(=O)CCCn3c(=O)[nH]c4ccccc4c3=O)CC2)cc1,14,-20,13,-1%,-1%,20%,0%
O=C(Nc1cccc(NC(=O)c2ccc3c(c2)OCO3)c1)c1ccccc1,24*,48,68,1%,?,16%,-6%
O=C(CSc1n[nH]c(-c2ccccc2)n1)NCc1cccc(C(=O)O)c1,1,-10,-32,6%,-4%,12%,1%
O=C(NCc1ccco1)c1ccc2c(c1)C(=O)c1ccccc1-2,19*,67*,18,-6%,-16%,-4%,0%
O=C(CCCOc1ccc(Cl)cc1Cl)N/N=C/c1ccccc1,8,-8,-25,?,-3%,55%[activator],-4%
Cc1ccc(C(C(=O)NC2CCCCC2)N(C(=O)Cc2c[nH]c3ccccc23)c2ccccc2C)o1 (stereo not given),-1,-14,-8,3%,-42%,4%,0%
CC(C)Nc1nc(NC(C)C)nc(OCCOC(=O)Nc2ccccc2)n1,14,60,17,-1%,-6%,-1%,-9%
# (cont.)
SMILES,CHX counter,Shiga toxin inh,HCMV inh,FBPA Giardia inh,AmpC no deterg,AMA1 RON2 block,AmpC detergent
COc1ccc(C(=O)Nc2ccc(N3CCCC3)cc2)cc1OC,34*,51*,-2,-23%,94%[activator],-18%,-3%
Oc1cccc2c(NC(=S)Nc3ccc(OC(F)F)cc3)cccc12,74*,88*,-99*,?,-36%,18%,5%
COc1ccc(CC(=O)Nc2cccc(S(=O)(=O)N3CCOCC3)c2)cc1OC,/,/,-66*,/,-13%,27%,-8%
COCc1cccc(NC(=O)CCc2ccccc2)c1,18*,49*,14,0%,-3%,-9%,1%
Cc1cccc(C)c1-n1ncc(C(=O)NC2CCCC2)c1C1CCNCC1,0,11,-40,-6%,-18%,-12%,1%
COc1cccc(/C=C/c2ccc3cccc(O)c3n2)c1OC,58*,127*,2,-2%,-8%,69%[activator],-18%
Nc1ccccc1-[n+]1c(-c2ccccc2)cc(-c2ccccc2)cc1-c1ccccc1,-2,-2,?,8%,17%,1%,-6%
COc1cccc(/C=N/NC(=O)c2c(C)nc3ccc(Br)cn23)c1,12,76,-2,?,3%,11%,?
O=C1c2ccccc2C(O)N1CCN1CCOCC1 (stereo not given),-3,-8,-8,-2%,-6%,12%,?
Cc1cc(/C=C2\C(=N)N3N=C(CC(=O)N4CCOCC4)SC3=NC2=O)c(C)n1-c1ccccc1,9,9,0,/,84%[activator],6%,-15%
CN(C)c1nc(=NCc2ccco2)ss1,17,38,/,?,4%,39%[activator],2%
COc1ccc(-c2csc(N(CCCN3CCOCC3)C(=O)CCl)n2)cc1,-3,-3,36,?,-2%,-7%,-17%
COc1ccc(F)cc1S(=O)(=O)n1nc(C)cc1C,-4,8,19,-4%,-15%,-6%,-12%
CC(C)[C@H]1C=C(C(=O)O)O[C@@H](OCCCCO)C1,1,-11,8,?,-18%,58%[activator],4%
O=S(=O)(c1cnc[nH]1)N1CCN(C(c2ccc(F)cc2)c2ccc(F)cc2)CC1,-4,-1,?,/,19%,-2%,2%
Cc1ccc(CS(=O)(=O)Cc2ccc(C(=O)NCc3cccs3)o2)cc1,1,19,-89*,1%,-6%,-18%,?
O=C(Nc1ccc(C(F)(F)F)cc1)c1ccc2nc[nH]c2c1,23*,54*,28,11%,-5%,-12%,?
CCCC(C(=O)NCc1ccco1)N(Cc1ccco1)C(=O)CNS(=O)(=O)c1ccccc1 (stereo not given),1,4,15,-3%,-12%,6%,-3%
COc1ccccc1C(=O)COC(=O)CCN=C1NS(=O)(=O)c2ccccc21,/,/,-3,/,-17%,11%,0%
O=C(NNC(=O)c1ccc(F)cc1F)c1ccc2c(c1)OCO2,48*,62*,24,0%,-7%[11.4 µM],11%,-9%
O=C(Nc1cc(C(F)(F)F)ccc1N1CCOCC1)c1cccnc1,-2,-4,-21,-1%,-5%,9%,-2%
Cc1cccc(C)c1NC(=O)CSCC(=O)O,-1,-2,-15,5%,-21%,2%,-8%
COc1ccc(N2CC(C)Cn3c2nc2c3c(=O)n(Cc3ccc(C)cc3)c(=O)n2C)c(OC)c1 (stereo not given),6,-23,-18,-8%,165%[activator],1%,1%
CCCCOC(=O)C1CCCC(C)N1 (stereo not given),-2,-9,13,-14%,-11%,-7%,-16%
COCC(C)Nc1nc(C)c(C(C)=O)s1 (stereo not given),8,21,-1,-14%,0%,-8%,0%
# Further structures:
SMILES,CHX counter,Shiga toxin inh,HCMV inh,FBPA Giardia inh,AmpC no deterg,AMA1 RON2 block,AmpC detergent
COc1ccccc1Nc1nc2c(C)cccc2cc1C#N,-4,-14,-24,4%,-20%,3%,-13%
COc1cc(/C=C/C(=O)OCC(=O)NC(=O)NCc2ccccc2)ccc1OCC#N,1,8,?,1%,-11%[2.29 µM],-1%,-7%
Cc1cc(OC(=O)c2cc(C(F)(F)F)cc(C(F)(F)F)c2)c([N+](=O)[O-])c(=O)[nH]1,1,-1,40,-20%,-2%,-2%,-20%
C[C@H](NC(=O)c1nc[nH]c1C(=O)N1CCN(c2ccccc2)CC1)C(=O)OCc1ccccc1,8,-9,2,-1%,92%[activator],83%[activator],-14%
COC(=O)c1cc(C#N)c(OC(C)C)nc1C,1,-7,?,7%,60%[activator],-13%,?
C[C@@H]1CC[C@]2(O[C@@H](CCO)C[C@@H](O)[C@@H]2O)O1,-2,-8,-19,1%,22%,9%,-8%
Cc1ccc(C(=O)O/N=C(\N)Cc2cccs2)c(Cl)c1,82*,85*,/,/,-34%,24%,-5%
CCc1nc(N2CCN(C(C)=O)CC2)c(C#N)c2c1COC(C)(C)C2,1,-5,-8,-1%,35%,-6%,0%
CCN(Cc1ccncc1)C(=O)C1CCN(S(=O)(=O)c2cccs2)CC1,-1,-3,-107*,-2%,-1%,?,-3%
C[C@]12c3[nH]c4ccc(Cl)cc4c3CCN1C(=O)[C@@H](CC(=O)NCCC1=CCCCC1)C[C@@H]2C(=O)N1CCOCC1,/,/,-23,/,273%[activator],-15%,/
CCc1cc(=O)oc2c3c(cc(OCC(=O)N[C@H](C(=O)O)[C@H](C)CC)c12)OC(C)(C)CC3,-2,-10,?,3%,-9%,1%,-10%
CC1Nc2ncnc(N3CCc4ccccc4C3)c2N(Cc2ccc(Cl)cc2)C1=O (stereo not given),/,/,/,/,2%,12%,-15%
O=c1c2c3nc4ccccc4nc3n(/N=C/c3ccco3)c2ncn1CCC1=CCCCC1,19,14,0,0%,-39%,-9%,0%
COc1ccc(C2=NOC(C(=O)NCCN3CCOCC3)C2)cc1 (stereo not given),0,1,34,3%,-7%,-1%,-7%
CN1CCN(c2ccc(NC(=O)COc3ccccc3[N+](=O)[O-])cc2)CC1,7,22,3,4%,0%[2.29 µM],-17%,-3%
COc1cccc(OC)c1NC(=O)Cn1nc(C)c2ccccc2c1=O,-3,-4,11,7%,-9%,9%,?
C(=N/Nc1nccs1)/c1cccnc1,-2,22,?,-3%,-26%,10%,5%
O=C(NC1CCCCC1)NC1CC2CCC(C1)N2C(=O)NC1CCCCC1 (stereo not given),6,8,/,2%,-19%,/,?
CC1CCCN(CCCCOc2cccc(Br)c2)C1 (stereo not given),2,-8,-13,11%,-7%,-10%,-7%
COc1ccc(CCC(=O)N2CCCSC2=Nc2ccc(C(C)=O)cc2)cc1,21*,-1,3,2%,9%,-3%,-11%

# Quoted at random: 6 records from the list.
SMILES,CHX counter,Shiga toxin inh,HCMV inh,FBPA Giardia inh,AmpC no deterg,AMA1 RON2 block,AmpC detergent
Cc1cc(OC(=O)c2cc(C(F)(F)F)cc(C(F)(F)F)c2)c([N+](=O)[O-])c(=O)[nH]1,1,-1,40,-20%,-2%,-2%,-20%
CN1CCN(c2ccc(NC(=O)COc3ccccc3[N+](=O)[O-])cc2)CC1,7,22,3,4%,0%[2.29 µM],-17%,-3%
Cc1ccc(C(=O)O/N=C(\N)Cc2cccs2)c(Cl)c1,82*,85*,/,/,-34%,24%,-5%
COc1cc(/C=C/C(=O)OCC(=O)NC(=O)NCc2ccccc2)ccc1OCC#N,1,8,?,1%,-11%[2.29 µM],-1%,-7%
COc1cccc(OC)c1NC(=O)Cn1nc(C)c2ccccc2c1=O,-3,-4,11,7%,-9%,9%,?
CCc1cc(=O)oc2c3c(cc(OCC(=O)N[C@H](C(=O)O)[C@H](C)CC)c12)OC(C)(C)CC3,-2,-10,?,3%,-9%,1%,-10%
